TrxR1 substrate: qHTS Assay for Substrates of Mammalian Selenoprotein Thioredoxin Reductase 1 (TrxR1): qHTS | Potency, µM (series often up to 114 µM), for inactives: at the highest dose activity change, negative = substrate turnover | purified TrxR1 substrate turnover, NADPH consumption readout | 390,000 tested, 0.01% active; also: potency is read from the fitted curve at half-maximal effect; % is scaled to controls: 0 for no effect and ±100 for the full control effect; nearly all actives have a fitted effect of over 50% in size
Target sequence (O89049 whole entry, looked up): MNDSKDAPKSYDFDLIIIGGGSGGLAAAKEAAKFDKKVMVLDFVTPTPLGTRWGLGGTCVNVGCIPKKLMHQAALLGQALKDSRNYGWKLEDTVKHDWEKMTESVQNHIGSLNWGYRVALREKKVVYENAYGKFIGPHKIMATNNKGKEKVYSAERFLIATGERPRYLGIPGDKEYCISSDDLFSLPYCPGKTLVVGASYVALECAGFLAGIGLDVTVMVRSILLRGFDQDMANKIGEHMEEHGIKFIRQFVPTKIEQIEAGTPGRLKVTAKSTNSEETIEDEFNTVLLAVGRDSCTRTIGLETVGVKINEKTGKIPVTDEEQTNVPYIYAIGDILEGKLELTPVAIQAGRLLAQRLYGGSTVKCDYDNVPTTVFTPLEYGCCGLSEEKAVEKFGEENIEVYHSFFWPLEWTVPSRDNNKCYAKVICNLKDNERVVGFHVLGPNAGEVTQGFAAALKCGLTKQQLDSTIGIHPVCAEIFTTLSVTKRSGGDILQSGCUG
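Rat TrxR1, dispensed at 90 nM, was prereduced with 400 uM NADPH (final) for 5 min at ~22 deg C, then incubated with compound 15 min before 400 uM selenite. A first-read NADPH fluorescence drop versus no-compound background flagged substrates.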
PI4K2A block: qHTS for small molecular inhibitors of PI4K2A; activity change, negative = inhibition, % at 76.9 µM; 420,000 tested, 0.13% active; AID 1346378, 2018; purified PI4K2A, ADP-Glo luminescence, 1 h; hits give low values; in the data active = activity change below about -50%; inconclusive = mostly about -30% to -49%;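 also: -100% = wells without enzyme as full effect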
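ADP-Glo luminescence measured ADP generated by PI4K2A enzyme (4 ug/mL before mixing) with 1.2 mM PI substrate (pre-mix) and 300 microM ATP (pre-mix). Tris pH7.5 buffer with MgCl2, Triton X-100; 1 h reaction at ambient temperature.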
Pin1 inhibitor: qHTS Assay to Find Inhibitors of Pin1; 390,000 tested, 0.009% active; Potency, µM (highest dose often 115 µM), inactives show at the top dose activity, negative = inhibition, most hits filed as inhibitors; Peptidyl-prolyl cis-trans isomerase NIMA-interacting 1 (Homo sapiens), Q13526; Pin1 FP peptide displacement, HiFluor488, 10 min; AID 504891, 2011; active = well fitted inhibition curve with a large enough effect in the polarisation, with a control signal flat, not every such curve was filed as active; inconclusive = small, poorly fitted or top-dose-only effect, or effect the other way, or a change in a side signal; inactive = no such curve, though single readings can be large or run the other way; the % refers to the polarisation; also: potency is read from the fitted curve at half-maximal effect; % is scaled to controls: 0 for no effect and ±100 for the full control effect
Target sequence (Q13526 whole entry, looked up): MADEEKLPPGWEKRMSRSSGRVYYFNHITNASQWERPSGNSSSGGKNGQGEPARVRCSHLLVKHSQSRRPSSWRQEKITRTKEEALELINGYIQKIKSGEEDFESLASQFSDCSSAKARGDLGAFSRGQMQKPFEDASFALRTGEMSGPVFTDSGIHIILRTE
Tb PGK inh: qHTS Assay to Find Inhibitors of Phosphoglycerate Kinase; Phosphoglycerate kinase, glycosomal (Trypanosoma brucei brucei), P07378; PGK/GAPDH coupled, Kinase-Glo luminescence, 60 min; Potency, µM (highest dose often 57.5 µM), for the others: at the highest dose activity change, negative = inhibition, hits mostly inhibitors; 380,000 tested, 0.043% active; also: potency is read from the fitted curve at half-maximal effect; % is scaled to controls: 0 for no effect and ±100 for the full control effect; nearly all actives have a fitted effect of over 60% in size
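Recombinant glycosomal PGK reaction used 1,3-bisphosphoglycerate generated in-well by GAPDH (100nM final) in 100mM TEA pH 7.6, 5mM MgCl2, 0.01% Tween-20. After 60 minutes at room temperature, ATP was read by Kinase-Glo Plus luminescence end-point.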
IDH1 R132H inh: qHTS for Inhibitors of mutant isocitrate dehydrogenase 1 (IDH1): qHTS | Isocitrate dehydrogenase [NADP] cytoplasmic (Homo sapiens), O75874 | IDH1-R132H enzyme, NADPH consumption, diaphorase/resazurin fluorescence | Potency, µM (series often up to 76.6 µM), inactives show top-dose activity change, negative = inhibition, most hits filed as inhibitors | 390,000 tested, 0.093% active | AID 602179, 2012; also: potency is read from the fitted curve at half-maximal effect; % is scaled to controls: 0 for no effect and ±100 for the full control effect; nearly all actives have a fitted effect of over 65% in size
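IDH1-R132H (0.5 ug/mL) preincubated 30 min with compound, then NADPH (0.016 mM) and alpha-KG (2 mM) added; 80 min at RT, pH 7.5. Remaining NADPH coupled via diaphorase/resazurin to fluorescence (540/590 nm); concentration-response curves normalized to no-enzyme control.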
USP1 inh: Inhibitors of USP1/UAF1: Primary Screen; 390,000 tested, 0.23% active; recombinant USP1/UAF1, Ub-Rhodamine cleavage fluorescence; Potency, µM (doses to about 57.1 µM), without a hit: at the highest dose activity change, negative = inhibition, most hits filed as inhibitors; AID 743255, 2014; also: potency is read from the fitted curve at half-maximal effect; % is scaled to controls: 0 for no effect and ±100 for the full control effect; nearly all actives have a fitted effect of over 60% in size; inactives centre near -12
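Step one: compound is pinned into 1nM USP1/UAF1 in HEPES pH 7.8 buffer with TCEP. Step two: 15 min room-temperature incubation. Step three: Ub-Rho (150nM final) starts cleavage, tracked by fluorescence over six one-minute reads.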
rTrxR1 inhibitor: qHTS Assay for Inhibitors of Mammalian Selenoprotein Thioredoxin Reductase 1 (TrxR1): qHTS; Thioredoxin reductase 1, cytoplasmic (Rattus norvegicus), O89049; recombinant rTrxR1, NADPH fluorescence consumption, selenite substrate; Potency, µM (series often up to 114 µM), for inactives: top-dose activity change, negative = inhibition, hits mostly inhibitors; 390,000 tested, 1% active; AID 588453, 2011; also: potency is read from the fitted curve at half-maximal effect; % is scaled to controls: 0 for no effect and ±100 for the full control effect; nearly all actives have a fitted effect of over 65% in size
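Rat TrxR1 (90 nM in the dispensed reagent) was pre-reduced with 400 uM NADPH for 5 min at room temperature, then incubated with compound for 15 min. After 400 uM selenite was added, NADPH fluorescence (Ex 340/Em 450 nm) was followed for 8 min.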
GLS inhibitor: qHTS for Inhibitors of Glutaminase (GLS); Glutaminase kidney isoform, mitochondrial (Homo sapiens), O94925; 410,000 tested, 0.21% active; AID 624170, 2012; GLS enzymatic activity, qHTS titration; Potency, µM (titrated, usually from 45.5 µM), without a hit: at the top dose activity change, negative = inhibition, most hits filed as inhibitors; also: potency is read from the fitted curve at half-maximal effect; % is scaled to controls: 0 for no effect and ±100 for the full control effect
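Compounds were pin-transferred onto hKGA, after which L-glutamine (1 mM solution) and a detection mix of glutamate oxidase, HRP and Amplex Red were added. Initial and 30 min RT fluorescence reads were collected.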
HP1b binding inh: HTS for Inhibitors of HP1-beta Chromodomain Interactions with Methylated Histone Tails; AlphaScreen HP1-beta / biotin-H3K9me3 peptide binding; Potency, µM (doses to about 114 µM), for the others: at the top dose activity change, negative = inhibition, hits mostly inhibitors; 390,000 tested, 0.56% active; Chromobox protein homolog 1 (Homo sapiens), P83916; also: potency is read from the fitted curve at half-maximal effect; nearly all actives have a fitted effect of over 70% in size; inactives centre near 23
Target sequence (P83916 whole entry, looked up): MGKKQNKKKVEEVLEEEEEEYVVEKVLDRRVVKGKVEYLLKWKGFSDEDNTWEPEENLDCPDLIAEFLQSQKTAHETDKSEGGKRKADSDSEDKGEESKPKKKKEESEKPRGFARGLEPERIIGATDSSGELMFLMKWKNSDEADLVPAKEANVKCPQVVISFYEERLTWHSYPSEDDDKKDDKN
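AlphaScreen: HP1-beta (50 nM) preformed 30 min with biotin-H3(1-18)K9me3 peptide (50 nM) in PBS pH 7.4, 0.01% Tween-20. Compound added for 30 min at RT, then streptavidin donor/nickel chelate acceptor beads (10 ug/mL) for 30 min.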
Active calls of the source: *; i = inactive; u = inconclusive; x = not tested or not shown; [ ] = dose if it differs, or a comment. Unless noted, calls follow the shape of the dose curve; as a rule, active = well fitted curve in the direction sought with a large enough effect; inconclusive = small, poorly fitted or top-dose-only effect, or another doubt; inactive = no such curve, though single readings can be large; an effect the other way counts as inactive or inconclusive. An excerpt (hit frequency here may not be typical).

SMILES,TrxR1 substrate,PI4K2A block,Pin1 inhibitor,Tb PGK inh,IDH1 R132H inh,USP1 inh,rTrxR1 inhibitor,GLS inhibitor,HP1b binding inh
O=C(Nc1ccccc1C(=O)OCC(=O)c1c[nH]c2ccccc12)c1ccco1,8%[57.1 µM],0,40%[activator],3%,1%,-15%,0%[57.1 µM],-5%,27%
COc1ccc(OC)c(NC(=O)CSc2nnnn2-c2ccccc2F)c1,-1%,-8,1%,-4%,6%,-15%,0%,0%,20%
CC(=O)OC1c2ccccc2C(=O)N1Cc1ccccc1 (centres undefined),6%[57.1 µM],0,-1%,2%,-6%,-5%,15%[57.1 µM],15%,21%
CCOc1ccccc1NC(=O)C(=O)NCC1CCCN1CC (centres undefined),9%,-1,9%,7%[11.5 µM],0%,-2%,16%,7%,26%
CCCC[C@@H]1CCCO[C@@](C(=O)NCCN2CCOCC2)(C(F)(F)F)C1,-5%,x,2%,x,x,x,5%,x,10%
COc1ccccc1NS(=O)(=O)c1ccc(O)c(C(=O)OCc2cccc([N+](=O)[O-])c2)c1,-4%,1,1%,-7%,-5%,-16%,20%,2%,8%
CCOc1ccc(NC(=O)c2cc(S(=O)(=O)N3CCOCC3)cs2)cc1,1%,-2,-10%,i,9%,-28%,10%,-10%,39%[activator]
O=C(O)/C=C/C(=O)NNc1ncnc2ccccc12,-16%,3,-1%,2%,2%,-13%,-15%,-1%,29%
CC(=O)NCCc1nc2ccccc2n1Cc1cc(C)ccc1C,2%,2,-27%,0%,-4%,1%,11%,1%,-10%
CC1(C)CC(=O)C(Sc2ccccc2C(=O)O)=C(O)C1,6%[57.1 µM],-1,-12%,2%,4%,-26%,6%[57.1 µM],15%,9%
CCOC(=O)c1ccc(-c2ccc(CO)o2)cc1,674%[activator][57.1 µM],-6,5%,-1%,14%,-5%,165%[activator][57.1 µM],0%,-3%
O=C(N[C@H](CO)Cc1ccccc1)c1ccco1,4%,7,-17%,-10%,4%,8%,21%[57.1 µM],-12%,29%
COC(=O)c1ccccc1S(=O)(=O)N1CCC(C(=O)OCc2cccc(OC)c2OC)CC1,-4%,-26,0%,5%,3%,-11%,11%,4%,25%
O=C(O)CCC(=O)Nc1sc2c(c1C(=O)Nc1cccc3ccccc13)CCCCC2,-7%,2,-10%,-14%,7%,-1%,-14%,-3%,-5%
CCOc1ccc2c(c1)-c1c(ssc1=S)C(C)(C)N2C,-8%,4,-12%,-6%,9%,-27%,u,23%,2µM*
Cc1ccc(-n2ncc(C(=O)NCCN3CCc4ccccc4C3)c2C2CCN(C(=O)OC(C)(C)C)CC2)cc1C,-10%,2,u,i,-5%,-18%,9%,-7%,-18%
O=C(Nc1ccc2c3c(cccc13)CC2)c1cccc([N+](=O)[O-])c1,-3%[11.4 µM],5,4%,i,5%,-12%,11%[11.4 µM],-10%,5%
O=[N+]([O-])c1cccc(-c2ccc(/C=N/NC(=S)NCc3ccco3)o2)c1,6%[57.1 µM],-5,1%,i,-4%,-7%,34%[57.1 µM],-10%,-1%
COc1ccc(Cc2noc(CN(C)Cc3cccc(-n4cccn4)c3)n2)cc1OC,-20%[57.1 µM],2,-2%,i,8%,-3%,15%[57.1 µM],-6%,26%
O=C(Nc1ccc(Cl)c(S(=O)(=O)N2CCOCC2)c1)c1cc(-c2ccccn2)nc2ccccc12,1%,-21,15%,-5%,-11%,-19%,21%,1%,20%
CCc1nnc(NC(=O)CSc2nnc(-c3cccnc3)n2CC)s1,-9%,9,-1%,-2%,7%,-17%,-12%,-8%,28%
CC(C)n1nc(C(=O)Nc2ccccc2N2CCOCC2)c2ccccc2c1=O,0%,-6,-1%,-7%,5%,3%,11%,5%,32%
COc1ccc(CN(Cc2ccco2)c2cnc(S(C)(=O)=O)nc2C(=O)Nc2ccc(C)cc2C)cc1,-11%,-3,45%[activator],0%,19%,-23%,-4%,3%,23%
CCSc1nsc(NC(=O)Nc2ccccc2OC)n1,1%[57.1 µM],4,-1%,6%,-7%,-10%,-3%[57.1 µM],5%,50%[activator]
O=C(OCC(=O)N1CCc2ccccc21)c1ccc([N+](=O)[O-])o1,-7%,-1,-4%,-9%,11%,u,-28%,-13%,22%
Cc1nnnn1/C(=C\c1ccccc1)C(=O)OCC(=O)Nc1cccc(S(=O)(=O)N(C)C)c1,-8%,7,21%,-2%,-5%,-13%,13µM*,15%,30%
CCOC(=O)N1CCN(C(=O)C2CCN(C(=O)c3cc(OC)cc(OC)c3)CC2)CC1,-9%,0,-3%,2%,1%,-17%,-9%,-1%,38%
Cc1cc(C(=O)Nc2nc3c(C)cccc3s2)c(C)o1,14%,-8,7%,-4%,7%,-15%,-3%,-6%,27%
Oc1ccc(-c2nc3c4c(ncn3n2)-c2ccccc2CC42CCCC2)cc1,-13%,6,8%,0%,u,-4%,-9%,6%,0%
CSCCC(N=C1NS(=O)(=O)c2ccccc21)C(=O)NCCc1ccccc1 (centres undefined),-12%,2,0%,-7%,-7%,-13%,-17%,-1%,7%
OCC1(CCCc2ccccc2)CCN(C2CCSCC2)CC1,-22%[57.1 µM],1,-5%,-4%,4%,-9%,13%[57.1 µM],-3%,17%
COc1ccc(C2/C=C\CN([S+](=O)([O-])c3ccc4ccccc4c3)C(C)C(=O)N2Cc2ccc(F)cc2)cc1 (centres undefined),1%,x,11%,x,x,x,23%[57.1 µM],x,16%
CN(C)CCNC(=O)/C(=N\O)c1ccccn1,2%,-19,6%,1%,-14%,-14%,0%,33%[activator],20%
c1ccc(OCCCN2CCCC2)cc1,5%,9,-8%,-4%,0%,-11%,19%,5%,-45%
COc1ccc(-n2nc3c(c2NC(=O)CBr)CSC3)cc1,-2%,-7,u,2%,1%,-22%,-24%,-3%,43%[activator]
c1ccc(-c2nc(-c3ccc(-c4ccon4)s3)no2)cc1,1%[57.1 µM],-1,u,-9%,3%,-1%,12%[57.1 µM],11%,43%[activator]
CC1=C(C(=O)Nc2cccc(C(=O)NC(C)C)c2)SCCO1,6%,-2,-2%,7%,-2%,-24%,20%,-1%,22%
O=C1CCC(C(=O)N2CCCCCC2)CN1CCc1ccc(Cl)cc1 (centres undefined),9%,0,-1%,-7%,-2%,-26%,31%,-2%,36%
COc1ccc(CNC(=O)C(=O)NCC(c2cccs2)S(=O)(=O)c2ccc(C)cc2)cc1 (centres undefined),0%[57.1 µM],5,5%,-1%,24%,-19%,-9%[57.1 µM],-9%,35%
COC(=O)C1CCN(C(=O)c2ccc(NC(C)=O)cc2)CC1,7%,6,9%,1%,1%,-18%,8%,4%,28%
CC(=Nc1ccc(C)cc1C)c1sc2ccccc2c1O,-12%,-7,u,-1%,15%,35µM*,6%[57.1 µM],-6%,20%
Cc1cccc(C(=O)NCC(=O)N2CCN(S(=O)(=O)c3cc(C)ccc3C)CC2)c1,-7%[57.1 µM],-3,4%,i,0%,-7%,-2%,-4%,34%[activator]
Oc1ccc(/C=N/N(Cc2ccccc2)c2ccccc2)c(O)c1O,-3%[57.1 µM],-5,-11%,-7%,3%,-22%,-6%[57.1 µM],u,u
CC1(C)CC(=O)C2=C(C1)N(Cc1ccco1)C(=O)NC2(C(F)(F)F)C(F)(F)F,11%,3,3%,i,15%,u,18%,-3%,-2%
CCN(CC)c1ccc(NC(=O)c2cccc(C)c2OC)c(C)c1,0%,-1,-1%,-4%,5%,-9%,u,26%,u
C=CCC[C@H](Cc1ccc(F)cc1)C(=O)OC[C@H](Cc1c[nH]c2ccccc12)NC(=O)[C@H](CC=C)CC(=O)N(CCO)Cc1ccccc1,-8%,2,0%,-1%,-8%,-19%,21%,-2%,21%
Cc1ccccc1C(=O)Nn1cnnc1,8%,2,-4%,-5%,-16%,-22%,27%,-5%,34%
CC1(C)CC2(C)OC(=N)C1(C#N)C2(C#N)C#N (centres undefined),11%[57.1 µM],5,3%,-2%,1%,14%,-73%,7%,34%

Screening results as filed in PubChem.
